Myeloid diff 2: promotes myeloid progenitor differentiation | ER-HoxA9 myeloid progenitors, lysozyme-GFP differentiation, flow cytometry | actives 1% (n = 360,000) | calls only at 10 µM;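 active means normalized GFP-positive differentiation at or above the plate's own cutoff, the solvent-only control mean plus 3 SD; inconclusive means no clear call, values can overlap the other calls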;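 further: cells exposed to compound for four days before flow analysis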
Myeloid diff 2 GFP+ MAC1+ %: recorded beside Myeloid diff 2, whose call it bears; GFP+ MAC1+ double positive, %; measured here: differentiation confirmed by MAC1 staining
Starred values were filed as active, the others as inactive; i = inactive; ? = inconclusive; . = no result given.

1	CCOc1ccc(C(CN2CCOCC2)C(C)=O)cc1OC (stereo not given)
2	CC1(c2ccc(Cl)cc2Cl)NC(=O)N(CC(=O)N2CCN(C(=O)c3ccco3)CC2)C1=O (stereo not given)
3	COc1ccccc1C(CNC(=O)c1cccc(S(=O)(=O)Nc2ccc(F)cc2)c1)N1CCCC1 (stereo not given)
4	COc1ccc(-c2ccc3c(c2)S(=O)(=O)c2cccc(C(=O)NC4CCCCC4)c2C3=O)cc1OC
5	CCOc1ccc(S(=O)(=O)N2CCCCC2)cc1NC(=O)CN1C(=O)NC(C)(C2CC2)C1=O (stereo not given)
Assay by compound	1	2	3	4	5
Myeloid diff 2	?	i	i	i	i
Myeloid diff 2 GFP+ MAC1+ %	.	0.7	2.0	2.1	0.9

6	COc1ccc(S(N)(=O)=O)cc1C(=O)NNC(=O)CN(C)S(=O)(=O)c1ccc(Cl)cc1
7	COc1ccc2c(c1)CCCC21NC(=O)N(CC(=O)NCc2cccs2)C1=O (stereo not given)
8	Cc1ccc(OC2CCN(C(=O)[C@H]3O[C@@H](n4ccc(N)nc4=O)[C@H](O)[C@@H]3O)CC2)cc1
9	O=C(NC1c2ccccc2Oc2ccccc21)c1ccc([N+](=O)[O-])cc1
10	CCCCC1(Br)C(=O)N(c2ccccc2)N(c2ccccc2)C1=O
Assay by compound	6	7	8	9	10
Myeloid diff 2	i	i	i	i	i
Myeloid diff 2 GFP+ MAC1+ %	0.5	1.0	0.3	0.9	0.9

Fetched one by one from the list above, four records:
6	COc1ccc(S(N)(=O)=O)cc1C(=O)NNC(=O)CN(C)S(=O)(=O)c1ccc(Cl)cc1
10	CCCCC1(Br)C(=O)N(c2ccccc2)N(c2ccccc2)C1=O
7	COc1ccc2c(c1)CCCC21NC(=O)N(CC(=O)NCc2cccs2)C1=O (stereo not given)
8	Cc1ccc(OC2CCN(C(=O)[C@H]3O[C@@H](n4ccc(N)nc4=O)[C@H](O)[C@@H]3O)CC2)cc1
Assay by compound	6	10	7	8
Myeloid diff 2	i	i	i	i
Myeloid diff 2 GFP+ MAC1+ %	0.5	0.9	1.0	0.3

The results go on.
11	COc1ccc(-c2cn(CCC(=O)O)c(C)n2)cc1
12	CCc1nc2ccc(C(=O)N(C)Cc3ccco3)cn2c1N(C)C(=O)Cc1ccccc1
13	S=C(CN1CCCC1=S)N1CCOCC1
14	O=C(CSc1nnc(-c2ccncc2)o1)Nc1ccc(F)c(F)c1
15	O=C(OCc1ccccc1)N1CCC2CC1c1cc(-c3ccccc3)ccc12 (stereo not given)
Assay by compound	11	12	13	14	15
Myeloid diff 2	i	i	i	i	i
Myeloid diff 2 GFP+ MAC1+ %	0.2	1.0	1.0	0.9	0.8

16	COc1cc(C(CCN2CCOCC2)c2c(OC)cc(OC)c3c(-c4ccccc4)cc(=O)oc23)cc(OC)c1OC (stereo not given)
17	O=C(Nc1ccc(Cl)cc1F)c1ccc2c(c1)C(=O)N(Cc1ccncc1)C2=O
18	COc1ccc(NC(=O)CCCNC(=O)c2ccc(Cl)cc2)cc1S(=O)(=O)N1CCCCC1
19	C[C@@H]1CN([C@H](C)CO)C(=O)c2cc(NC(=O)Nc3ccc(F)cc3)ccc2O[C@@H](C)CCCCO[C@H]1CN(C)S(=O)(=O)c1ccc(Cl)cc1
20	CC(=O)c1cccc(NC(=O)CSc2nnc(-c3ccncc3)o2)c1
Assay by compound	16	17	18	19	20
Myeloid diff 2	i	i	i	i	i
Myeloid diff 2 GFP+ MAC1+ %	0.7	0.3	1.8	1.2	0.8

In another format: entries from further up.
Second line of a record: Myeloid diff 2 | Myeloid diff 2 GFP+ MAC1+ %
17: O=C(Nc1ccc(Cl)cc1F)c1ccc2c(c1)C(=O)N(Cc1ccncc1)C2=O
→ i | 0.3
18: COc1ccc(NC(=O)CCCNC(=O)c2ccc(Cl)cc2)cc1S(=O)(=O)N1CCCCC1
→ i | 1.8
19: C[C@@H]1CN([C@H](C)CO)C(=O)c2cc(NC(=O)Nc3ccc(F)cc3)ccc2O[C@@H](C)CCCCO[C@H]1CN(C)S(=O)(=O)c1ccc(Cl)cc1
→ i | 1.2
20: CC(=O)c1cccc(NC(=O)CSc2nnc(-c3ccncc3)o2)c1
→ i | 0.8

Following part:
21	O=C(NCc1ccccc1)c1cc(C2CCCCN2S(=O)(=O)c2cccc3cccnc23)on1 (stereo not given)
22	CC1(C(=O)NS(=O)(=O)C2CC2)CCCN(C(=O)c2cccnc2Oc2ccccc2)C1 (stereo not given)
23	CCOC(=O)[C@@H]1[C@H]2COc3cc(OC)ccc3[C@H]2N2C(=O)N(c3ccccc3)C(=O)[C@]12C
24	CCCc1ccc(C(O)c2ncc(-c3cccc(F)c3)[nH]2)cc1 (stereo not given)
25	CC(=O)Nc1ccc(S(=O)(=O)Nc2nc3ccccc3nc2N2CCOCC2)cc1
Assay by compound	21	22	23	24	25
Myeloid diff 2	i	i	i	i	i
Myeloid diff 2 GFP+ MAC1+ %	0.8	1.4	0.8	1.3	1.4

26	C=Cn1cc(CNC[C@H]2O[C@@H](n3cnc4c(=O)[nH]c(N)nc43)[C@H](O)[C@@H]2O)c(C)n1
27	Cc1ccc(S(=O)(=O)NCC(=O)OCC(=O)c2ccc(S(=O)(=O)N3CCCCC3)cc2)cc1C
28	CSc1ccccc1C(=O)OCC(=O)NC1CC1
29	CCC1(c2ccc(Cl)cc2)NC(=O)N(CC(=O)N2CCN(C(=O)c3ccco3)CC2)C1=O (stereo not given)
30	Cc1ccc(N2CCN(C(C(=O)Nc3c(C)cccc3C)c3ccccc3OC(F)(F)F)CC2)cc1 (stereo not given)
Assay by compound	26	27	28	29	30
Myeloid diff 2	i	i	i	i	i
Myeloid diff 2 GFP+ MAC1+ %	0.8	0.3	1.4	0.6	2.0

31	Cc1cc(C)cc(NC(=S)NCc2ccc3c(c2)OCO3)c1
32	CCOC(=O)c1c(C)[nH]c(C(=O)COC(=O)Cn2cc(C(F)(F)F)ccc2=O)c1C
33	CCCCC(=O)N(C)c1c(C)nc2ccc(C(=O)NCCOc3ccc(OC)cc3)cn12
34	O=C(Cc1c(Cl)cccc1Cl)OCC(=O)N1CCOCC1
35	Cn1cnc2ncnc(Oc3ccc(Br)cc3)c21
Assay by compound	31	32	33	34	35
Myeloid diff 2	i	i	i	i	?
Myeloid diff 2 GFP+ MAC1+ %	0.7	0.1	0.9	0.3	.

36	O=C(Nc1ccccc1)OC[C@@H]1C=CS(=O)(=O)N1Cc1ccc(Br)cc1
37	CSCCC(C(=O)Nc1c(C)cccc1C)n1c(-c2ccc(-c3ccccc3)cc2)nc2ccccc21 (stereo not given)
38	O=C(NC(c1ccc(F)cc1)c1cnccn1)C1CCN(CCOc2ccc(Cl)cc2Cl)CC1 (stereo not given)
39	COc1ccc(CNC(=O)c2cc(S(=O)(=O)N3CCCCC3)ccc2N2CCOCC2)cc1OC
40	O=C(Nc1nc2cc3c(cc2s1)OCCO3)C1CCCCC1
Assay by compound	36	37	38	39	40
Myeloid diff 2	i	i	i	i	i
Myeloid diff 2 GFP+ MAC1+ %	1.4	2.8	1.5	1.1	0.9

41	Cc1cnc(C(=O)OCC(=O)Nc2ccc(C)c(S(=O)(=O)N3CCOCC3)c2)cn1
42	CN1OC[C@@H]2CN(C(=O)CCc3ccccc3)[C@H](c3cccc(-c4ccccc4)c3)C[C@@H]21
43	Cc1ccc(S(=O)(=O)N2CCOCC2)cc1NC(=O)CNCc1ccccc1Cl
44	COc1ccc(C(c2nnnn2Cc2ccccc2)N2CCN(C/C=C/c3ccccc3)CC2)cc1 (stereo not given)
45	Cc1cc(C)c(C)c(S(=O)(=O)N2CCC(C(=O)NCc3ccco3)CC2)c1C
Assay by compound	41	42	43	44	45
Myeloid diff 2	i	i	i	i	i
Myeloid diff 2 GFP+ MAC1+ %	1.8	0.4	2.0	1.0	0.7

Entries of single compounds, quoted from the list. Values in the order: Myeloid diff 2	Myeloid diff 2 GFP+ MAC1+ %
CCC1(c2ccc(Cl)cc2)NC(=O)N(CC(=O)N2CCN(C(=O)c3ccco3)CC2)C1=O (stereo not given) in the list: i	0.6
CSCCC(C(=O)Nc1c(C)cccc1C)n1c(-c2ccc(-c3ccccc3)cc2)nc2ccccc21 (stereo not given) in the list: i	2.8
O=C(Nc1ccccc1)OC[C@@H]1C=CS(=O)(=O)N1Cc1ccc(Br)cc1 in the list: i	1.4

Other entries.
46	O=C(O)CCC(=O)OCCN(Cc1ccc(Oc2ccc([N+](=O)[O-])cc2)cc1)C(=O)C(Cl)Cl
47	Cc1ccc(N(Cc2ccccc2)C(=O)Cc2ccc(S(=O)(=O)N3CCOCC3)s2)cc1
48	CC(C)NC(=O)C1(C)CCN1C(=O)C1(c2ccccc2)CCCC1 (stereo not given)
49	CC(=O)Nc1cc(-c2ccc(C(=O)N3CCOCC3)cc2)cn2c(-c3ccc(F)cc3)cnc12
50	CCN(CC)c1ccc(NC(=O)C2=CC=CN3CCS(=O)(=O)N=C23)cc1
Assay by compound	46	47	48	49	50
Myeloid diff 2	i	i	i	i	i
Myeloid diff 2 GFP+ MAC1+ %	3.8	0.5	0.2	1.0	0.7

51	N#CCCN(C(=O)COC(=O)c1n[nH]c2ccccc12)c1ccccc1
52	O=C(CCCN1C(=O)/C(=C/c2ccccc2OC(F)F)SC1=S)Nc1cccnc1
53	COCCCNC(=O)c1cccc2c(-c3ccnn3C)coc12
54	CC(NC(=O)CCC(=O)Nc1ccccc1O)c1ccccc1 (stereo not given)
55	CC1=C(C(=O)N(C)C)CC(CC(=O)NC2CCCCC2)C(=O)N1CCC1=CCCCC1 (stereo not given)
Assay by compound	51	52	53	54	55
Myeloid diff 2	i	i	i	i	i
Myeloid diff 2 GFP+ MAC1+ %	0.8	1.3	0.6	1.2	0.7

56	CC(=O)N1CCN(S(=O)(=O)c2cccc(C(=O)NC3CCCC(C)C3C)c2)CC1 (stereo not given)
57	CC(C)NC(=O)C1(C)CCN1C(=O)c1cccc(F)c1 (stereo not given)
58	COc1ccc(C2CC(C(C)(C)C)=NN2c2ccc(S(N)(=O)=O)cc2)cc1 (stereo not given)
59	CC(C)CNC(=O)C1(C)CCCCCN1C(=O)c1cc2ccccc2s1 (stereo not given)
60	CC1(C(=O)NS(=O)(=O)c2cccc(Cl)c2)CCN1C(=O)C1CCCCC1 (stereo not given)
Assay by compound	56	57	58	59	60
Myeloid diff 2	i	i	i	i	i
Myeloid diff 2 GFP+ MAC1+ %	1.2	0.8	0.5	2.3	0.9

Compound activity: PubChem, NMMLSC

A portion of the library; rates above refer to the full screens.
